EBI2 block = blocks human EBI2 receptor beta-arrestin signaling; EBI2 beta-arrestin recruitment, luminescence, 7a,25-OHC stimulated; inhibition, % at 5 µM; hit rate 0.81% among 360,000; in the data active = inhibition above about 38%;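 note: enzyme fragment complementation signal reports receptor beta-arrestin coupling in cells; 0% = agonist plus DMSO wells and 100% = wells without agonist; some results beyond the cut were filed as inactive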
CCR6 antag = antagonists of human CCR6 receptor; inhibition, % at 20 µM; CHO-K1 CCR6 PathHunter beta-arrestin, luminescence, CCL20-stimulated; P51684; hit rate 0.49% among 340,000;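 active = compounds whose inhibition of the agonist-driven luminescence signal at 20 µM reaches about 50%, limit read from the data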;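 note: cells stimulated with CCL20 at 14 nM final; plate controls were DMSO with CCL20 for no effect and DMSO without agonist for full effect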
Target sequence (P51684 whole entry, looked up): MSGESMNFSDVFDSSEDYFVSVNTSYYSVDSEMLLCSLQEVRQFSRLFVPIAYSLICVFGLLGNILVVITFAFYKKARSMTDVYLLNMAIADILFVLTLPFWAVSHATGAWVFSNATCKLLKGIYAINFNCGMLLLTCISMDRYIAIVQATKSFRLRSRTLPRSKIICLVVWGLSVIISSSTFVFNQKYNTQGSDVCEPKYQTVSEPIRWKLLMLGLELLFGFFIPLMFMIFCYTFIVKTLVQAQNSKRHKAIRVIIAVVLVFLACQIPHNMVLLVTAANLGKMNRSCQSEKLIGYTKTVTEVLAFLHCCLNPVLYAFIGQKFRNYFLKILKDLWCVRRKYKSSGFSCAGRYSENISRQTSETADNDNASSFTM
CHOP UPR activ = activators of apoptotic arm of unfolded protein response (CHOP); CHO-CHOP luciferase reporter, UPR activation, luminescence; percent of tunicamycin response over DMSO baseline; activation, % at 10 µM; hit rate 0.34% among 330,000;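 active = at 10 µM dose, activation of 40% or more, normalized to positive control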;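 note: 100% = tunicamycin at 10 µg/mL and 0% = DMSO alone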
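Assay system: CHO-CHOP cells, stable luciferase reporter of PERK-eIF2a-CHOP signalling / Buffer or medium: F12 plus 10% serum / Compound dosing: one dose, 10 µM in 0.5% DMSO / Times: 6 h compound treatment, 37 °C / Technique: luciferase luminescence / Read-out: % reporter activation, DMSO baseline versus tunicamycin full activation / Benchmarks: tunicamycin and DMSO controls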
APJ antagonist = blocks the human apelin receptor APJ; hit rate 0.32% among 330,000; inhibition, % at 20 µM; P35414; CHO-K1 APJ beta-arrestin complementation, luminescence;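 active = inhibition above about 40% at 20 µM, limit read from the data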;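 note: cells challenged with 10 nM apelin-13 agonist together with compound; plate controls were apelin-13 plus DMSO wells for no effect and DMSO wells lacking apelin-13 for full effect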
Target sequence (P35414 whole entry, looked up): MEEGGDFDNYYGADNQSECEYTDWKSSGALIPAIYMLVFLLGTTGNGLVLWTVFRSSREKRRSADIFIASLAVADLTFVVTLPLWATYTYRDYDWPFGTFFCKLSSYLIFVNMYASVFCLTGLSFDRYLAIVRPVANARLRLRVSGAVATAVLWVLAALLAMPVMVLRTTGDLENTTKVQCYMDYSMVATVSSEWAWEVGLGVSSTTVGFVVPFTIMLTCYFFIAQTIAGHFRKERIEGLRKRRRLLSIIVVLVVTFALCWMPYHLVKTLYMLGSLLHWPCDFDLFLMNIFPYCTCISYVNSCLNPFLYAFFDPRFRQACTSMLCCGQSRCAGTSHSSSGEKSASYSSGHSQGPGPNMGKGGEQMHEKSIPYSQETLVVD
CXCR6 block = CXCR6 (human) receptor inhibition | hit rate 0.36% among 360,000 | AID 602244 | inhibition, % at 20 µM | CHO-K1 PathHunter CXCR6 beta-arrestin, luminescence | O00574; in the data active = inhibition above about 34%, passing the limit was not always enough;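 note: antagonist mode with CXCL16 agonist at 10 nM final; 0% = 10 nM CXCL16 with DMSO and 100% = unstimulated wells without agonist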
Target sequence (O00574 whole entry, looked up): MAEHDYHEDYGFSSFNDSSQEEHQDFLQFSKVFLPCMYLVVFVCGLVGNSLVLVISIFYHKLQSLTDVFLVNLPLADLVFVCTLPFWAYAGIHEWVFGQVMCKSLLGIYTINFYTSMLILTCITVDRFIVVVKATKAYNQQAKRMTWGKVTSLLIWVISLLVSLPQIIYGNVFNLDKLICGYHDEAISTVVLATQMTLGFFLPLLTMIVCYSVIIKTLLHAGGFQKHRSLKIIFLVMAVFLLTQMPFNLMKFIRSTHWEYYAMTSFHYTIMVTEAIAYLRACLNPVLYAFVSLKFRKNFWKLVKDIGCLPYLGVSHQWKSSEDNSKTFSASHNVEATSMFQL
UPR XBP1 act = adaptive UPR (XBP1) activation | CHO-XBP1 luciferase reporter, IRE1-XBP1 UPR activation, luminescence; percent of tunicamycin response, DMSO as zero | activation, % at 20 µM | hit rate 0.33% among 330,000 | AID 463104;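 active = versus positive control, 20 µM dose yields 30% or more activation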;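 note: 100% = tunicamycin at 10 µg/mL and 0% = DMSO only wells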
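incubation = overnight seeding at 37 °C, 6 h compound treatment at 37 °C | assay system = CHO-XBP1 cells stably carrying IRE1-XBP1-driven luciferase reporter | input = 1000 cells per well | detection = luciferase luminescence | dosing = single point, 20 µM final compound, 1% DMSO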
Mdm2 MdmX PPI = human Mdm2/MdmX binding inhibition; SaOS-2 split-luciferase Mdm2/MdmX complementation, luminescence; inhibition, % at 8 µM; hit rate 3% among 330,000; AID 485346;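 active = inhibition of at least 50% at 8 µM in the primary screen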
APJ agonist = agonists of human APJ apelin receptor; P35414; CHO-K1 APJ PathHunter beta-arrestin, luminescence; 0% DMSO wells, 100% apelin; activation, % at 20 µM; hit rate 0.11% among 330,000; AID 2520;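 active = activation more than six SD over the plate average, tested at 20 µM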;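 note: 0% = DMSO alone and 100% = apelin-13 at 10 nM; some results filed as inactive read as strong as hits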
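Test system – PathHunter CHO-K1 APJ (AGTRL-1) beta-arrestin reporter cells · Input – 1000 cells/well · Compound – single test compound dose, 20 µM final, 1% DMSO · Times – compound stimulation 90 min at 25 °C, detection 60 min · Technique – beta-gal luminescence · Read-out basis – APJ–arrestin association signal · Control set – negative DMSO alone, positive Apelin-13 at 10 nM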
tim23-1 inh = inhibits growth of tim23-1 mutant yeast; S. cerevisiae tim23-1 growth, BacTiter-Glo luminescence, 24 h; inhibition, % at 20 µM; hit rate 1.3% among 330,000;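 active = growth inhibition of the mutant yeast at or above 50%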;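 note: temperature-sensitive mutant grown at 25 °C; plate controls were DMSO-treated mutant yeast for no effect and medium wells lacking yeast for full effect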
* = called active by the depositor; nt = not tested or not shown. Not all compounds are listed; rates above refer to the full screens.

SMILES | EBI2 block | CCR6 antag | CHOP UPR activ | APJ antagonist | CXCR6 block | UPR XBP1 act | Mdm2 MdmX PPI | APJ agonist | tim23-1 inh
CC(C)C(NC(=O)c1ccccc1F)C(=O)OCC(=O)c1ccc(F)cc1 (stereo not given) | 2 | 6 | 9.6 | 10 | 7 | -3 | 24 | -2 | 18
O=C(Nc1ccc(Cl)c(Cl)c1)c1csc(-c2ccccc2)n1 | -10 | -4 | 0.7 | 13 | 1 | -2 | 3 | -3 | -2
O=C(Nc1ccccc1Sc1ccccc1)c1ccccc1 | 9 | 20 | 0.5 | 1 | 6 | 2 | -8 | -5 | -8
C=CCn1c(SCC(=O)Nc2ccc3c(c2)CCC3)nc2ccccc2c1=O | 4 | 5 | 0.5 | 0 | 4 | -1 | 29 | 1 | -5
COc1ccccc1NC(=S)NC(=O)Cc1ccccc1 | 16 | 4 | -0.1 | 4 | -2 | -3 | 28 | 0 | -2
Cc1ccc(NS(=O)(=O)c2ccc(OCC(=O)N3CCOCC3)cc2)cc1 | -1 | -4 | -1.7 | -20 | -3 | -2 | -1 | -2 | -16
COc1ccccc1CN(Cc1cc2cc(C)cc(C)c2[nH]c1=O)Cc1nnnn1CC1CCCO1 (stereo not given) | 1 | 12 | 0.1 | 14 | 2 | 0 | 19 | -5 | 16
NC(=O)C1CC=CCC1C(=O)OCC(Cl)=C(Cl)Cl (stereo not given) | 10 | 14 | 0.9 | 6 | 2 | -2 | 11 | -3 | 3
O=C(NCCc1ccccc1)C1CCC(=O)N(CCCN2CCCC2=O)C1 (stereo not given) | -4 | 1 | 1.2 | 13 | 0 | -3 | 23 | -1 | 14
CCS(=O)(=O)c1ccc2oc(Nc3cc(C)cc(C)c3)nc2c1 | 17 | 11 | -0.7 | 9 | -2 | 3 | -3 | 0 | 43
O=C(C1CCC1)N1CCCc2cc(S(=O)(=O)N3CCN(c4ccccc4)CC3)ccc21 | -3 | 23 | -0.3 | 15 | -10 | -2 | 26 | 3 | 44
CCN(Cc1ccccc1)C(=O)c1ccc(N(C)S(=O)(=O)c2ccc(C)cc2)cc1 | 16 | 26 | -0.8 | -13 | 2 | -2 | 12 | 2 | 20
CCCn1c(Oc2ccccc2)nc2c1c(=O)n(C)c(=O)n2C | 10 | 22 | -1.9 | -13 | 8 | -2 | 9 | -1 | 15
CCOCCOC(=O)C(C)Sc1n[nH]c(=O)[nH]c1=O (stereo not given) | -7 | -11 | -2.0 | -7 | -4 | -6 | 1 | -2 | 14
Cc1ccc(NC(=O)C(C)Sc2nnc3ccccn23)cc1 (stereo not given) | -3 | 3 | 3.7 | -3 | -3 | 0 | 14 | -4 | 8
CCn1nc(NC(=O)c2ccncc2)c2cc3ccc(C)cc3nc21 | 4 | -2 | 1.6 | -12 | -2 | 5 | -12 | -2 | 19
COC(=O)c1ccc(NC(=S)Nc2ccc(O)cc2)cc1 | -7 | 0 | 1.0 | 3 | -3 | 0 | -12 | -4 | 10
CC1(C)CC(=O)C2=C(C1)N(N1CCOCC1)C(N)=C(C#N)C2c1cccnc1 (stereo not given) | -4 | 5 | -1.0 | 20 | 0 | 4 | 28 | -1 | 0
CCOC(=O)c1ccc(NC(=O)C(CC)CC)cc1 | -15 | -16 | -2.8 | -11 | -4 | 2 | -18 | 0 | -25
COc1cc2c(cc1OC)CN(Cc1ccc(C)cc1)CC2 | 3 | 13 | 0.4 | -3 | 0 | -2 | -13 | 0 | -4
CC1=C(C(=O)OCCCBr)C(c2ccc3c(c2)OCO3)NC(=O)N1 (stereo not given) | 0 | 6 | -1.6 | -17 | -8 | -4 | 14 | -2 | 2
CCOc1ccc(Cl)cc1CNc1nnnn1CC | -7 | 2 | 1.8 | 19 | 3 | -3 | 26 | -2 | 0
C=C(C)C(=O)Nc1cccc(C2=NOC3(C2)C[C@@H](C(N)=O)N(C(=O)C(=C)C)C3)c1 (stereo not given in full) | -5 | 8 | 0.3 | 17 | -3 | -1 | 11 | -2 | 0
CCN(CC)C(=O)Sc1cccc2cccnc12 | -3 | -7 | -1.9 | 18 | 0 | 2 | -9 | 3 | -9
COc1ccccc1NC(=O)c1cc(N)cc(C(=O)Nc2ccccc2OC)c1 | -3 | 7 | 1.4 | 19 | 1 | 4 | -4 | -4 | 18
O=S(=O)(c1ccc(F)cc1)N1CCCC(CO)C1 (stereo not given) | -3 | -10 | 0.9 | 3 | -8 | -1 | -23 | 2 | 21
O=C(Cn1cncn1)c1ccc(Cl)cc1 | -24 | 11 | -0.1 | 1 | -7 | -2 | 11 | -1 | 12
CCCCOc1ccc(C(=O)N2CC(C)OC(C)C2)cc1 (stereo not given) | -8 | -15 | 1.1 | 5 | 1 | 0 | 3 | -5 | 9
COc1cc(NC(=O)c2cc(C)no2)c(OC)cc1Cl | 5 | 6 | -1.4 | 1 | -5 | -1 | -16 | 0 | 5
CCOc1ccc(Br)cc1C1C(C(=O)OC)=C(N)Oc2cc(N(C)C)ccc21 (stereo not given) | 16 | 6 | -1.2 | 11 | 4 | 0 | 80* | -3 | 5
COc1cccc(CNC(=O)c2ccc(NC(=O)C3CCCO3)cc2)c1 (stereo not given) | 2 | 12 | 2.8 | 1 | 3 | 1 | -15 | 4 | 9
O=C(c1ccc(F)cc1)N1CCC2(CC1)NCCc1[nH]cnc12 | -1 | 15 | -0.7 | 10 | -3 | 0 | -16 | 3 | -6
COc1cccc(-n2ccn(CC(=O)NCCc3ccccc3)c(=O)c2=O)c1 | -1 | 7 | 0.5 | 8 | 9 | -2 | 17 | -7 | -6
COCCn1cc(C(=O)c2ccccc2OCC(=O)Nc2cc(C)on2)cc(C#N)c1=O | 3 | 13 | -2.6 | 11 | -4 | 3 | 6 | -5 | -6
CC(C)(C)c1ccc(/C=N/OCC(=O)NCc2ccc(F)cc2)cc1 | 5 | 0 | 0.7 | 8 | -7 | 0 | 22 | 0 | 15
CCOc1ccc(NC(=S)NS(=O)(=O)c2cc(Br)ccc2OCC)cc1 | 12 | 16 | 1.2 | 23 | 12 | -1 | -6 | -4 | -2
Cc1cc(-c2ccc(C)c(S(=O)(=O)NCCCN(Cc3ccccc3)C(C)C)c2)on1 | 3 | 25 | 2.2 | -1 | 8 | -4 | 36 | 7 | 7
Cc1cc(C)n(-c2ccc(C(=O)OCC(=O)Nc3ccc(S(N)(=O)=O)cc3)cc2)n1 | -2 | 6 | 0.1 | 6 | 3 | -3 | 6 | -3 | 3
COC(=O)c1cn(CCOc2ccc(C)cc2)c2ccccc12 | 17 | 26 | 3.6 | 3 | 0 | 0 | -6 | -2 | 25
COc1ccccc1/C=N/NC(=S)Nc1cccnc1 | 20 | 11 | 2.1 | 6 | 3 | 10 | -11 | -2 | -5

Ordered by molar mass (high to low): some entries from above
SMILES | EBI2 block | CCR6 antag | CHOP UPR activ | APJ antagonist | CXCR6 block | UPR XBP1 act | Mdm2 MdmX PPI | APJ agonist | tim23-1 inh
CCOc1ccc(Br)cc1C1C(C(=O)OC)=C(N)Oc2cc(N(C)C)ccc21 (stereo not given) | 16 | 6 | -1.2 | 11 | 4 | 0 | 80* | -3 | 5
COCCn1cc(C(=O)c2ccccc2OCC(=O)Nc2cc(C)on2)cc(C#N)c1=O | 3 | 13 | -2.6 | 11 | -4 | 3 | 6 | -5 | -6
CCN(CC)C(=O)Sc1cccc2cccnc12 | -3 | -7 | -1.9 | 18 | 0 | 2 | -9 | 3 | -9

Additional structures follow:
SMILES | EBI2 block | CCR6 antag | CHOP UPR activ | APJ antagonist | CXCR6 block | UPR XBP1 act | Mdm2 MdmX PPI | APJ agonist | tim23-1 inh
CCCNC(=O)c1nc(C)n(-c2cc(Cl)ccc2Cl)n1 | -2 | -5 | -0.6 | 7 | -2 | -1 | 7 | -1 | 1
Cc1ccc(-c2noc(COC(=O)c3ccco3)n2)cc1 | 0 | 5 | 2.0 | 9 | 0 | 1 | 15 | -4 | 18
COc1ccccc1OCCNC(=O)c1cc(SC)ccc1Cl | -4 | 12 | 0.9 | -2 | 4 | 1 | 6 | -3 | 20
Cc1cc2c(cc1C)-c1nnc(-c3ccc4ccccc4n3)n1C(C)(C)C2 | nt | nt | -1.3 | -3 | nt | 1 | 70* | -3 | -22
CC(SCc1ccccc1)C(=O)N/N=C/c1cc2c(cc1Br)OCO2 (stereo not given) | 2 | 24 | 1.5 | 2 | 4 | -2 | 20 | -2 | 10
Cc1noc(C)c1NC(=O)N(C)C[C@H]1Oc2ccc(NC(=O)Nc3ccc4c(c3)OCO4)cc2C(=O)N([C@H](C)CO)C[C@@H]1C | -4 | 4 | -0.8 | -1 | -3 | -2 | 17 | -2 | 7
O=C(COC(=O)CN1C(=O)c2cccc([N+](=O)[O-])c2C1=O)NC1CCS(=O)(=O)C1 (stereo not given) | -12 | 8 | -1.4 | -18 | -9 | -4 | -1 | -2 | 6
CN(C)CCCN1C(=O)c2oc3ccc(F)cc3c(=O)c2C1c1cccnc1 (stereo not given) | 2 | -4 | 2.9 | 12 | -2 | 2 | 4 | 1 | -7
CSCCCN1CCCC(CO)(Cc2ccc(F)cc2)C1 (stereo not given) | -1 | 3 | 1.5 | 15 | 4 | -2 | 11 | -1 | 19
COc1ccc(CNS(=O)(=O)c2ccc(C3CNC(=O)C3)cc2)cc1 (stereo not given) | -3 | 4 | -0.6 | 14 | 11 | -3 | 21 | 0 | -9
C/C(=N\O)C(C)(C)Nc1ccc(Br)cc1 | 14 | 4 | -1.9 | -4 | 0 | 3 | 4 | -2 | 4
COc1ccccc1N1CCN(Cc2ccc(C(=O)O)cc2)CC1 | 2 | 3 | -1.2 | 6 | -1 | -7 | 9 | 1 | 4
Cc1noc(C)c1C(=O)Nc1ccc(F)cc1F | -5 | -5 | -1.6 | 0 | -1 | -1 | 24 | 3 | 8
O=S(=O)(N/N=C/c1cccc(OC2CSC2)c1)c1ccccc1 | 0 | -10 | 4.7 | 1 | -11 | -1 | -32 | 2 | 35
Cn1c(CNC2CCCCC2)c(C#N)c2ccccc21 | 8 | -1 | 3.3 | -10 | -8 | 1 | 39 | 2 | 11
COc1cccc(C2=CC(=O)CC(C)(C)C2)n1 | 5 | 2 | -1.1 | 24 | -12 | 4 | 13 | -2 | 5
CCc1nc(SCC(=O)Nc2ccccc2C)n[nH]1 | 4 | 2 | 1.8 | -2 | 0 | -3 | 3 | 3 | -3
Cc1ccc(C)c(NC(=O)CN(C)C(=O)Cc2coc3cc(C)c(C)cc23)c1 | 6 | 9 | -1.4 | -7 | -1 | -3 | -13 | 2 | 30
CC(C)(C)N(Cc1ccccc1)C(=O)CSc1ncn[nH]1 | -4 | 1 | -1.6 | -1 | -11 | -1 | 15 | -2 | 0
COc1ccc(CN2CCN(S(=O)(=O)c3ccc(NC(C)=O)cc3)CC2)cc1 | -5 | 3 | 0.0 | -4 | -7 | -4 | 19 | -5 | 9
